# Screens deposited in PubChem BioAssay by National Center for Advancing Translational Sciences (NCATS).
# ALOX12 inh: inhibitors of human 12S-lipoxygenase ALOX12; Potency, µM (doses to about 108 µM), for inactives: top-dose activity change, negative = inhibition, most hits filed as inhibitors; P18054; purified 12hLO, xylenol orange hydroperoxide absorbance; 580,000 compounds, 1.1% hits; AID 1671190; active means well fitted inhibition curve with a large enough effect; inconclusive means small, poorly fitted or top-dose-only effect, or another doubt; inactive means no such curve, though single readings can be large or run the other way
# Target sequence (P18054 whole entry, looked up): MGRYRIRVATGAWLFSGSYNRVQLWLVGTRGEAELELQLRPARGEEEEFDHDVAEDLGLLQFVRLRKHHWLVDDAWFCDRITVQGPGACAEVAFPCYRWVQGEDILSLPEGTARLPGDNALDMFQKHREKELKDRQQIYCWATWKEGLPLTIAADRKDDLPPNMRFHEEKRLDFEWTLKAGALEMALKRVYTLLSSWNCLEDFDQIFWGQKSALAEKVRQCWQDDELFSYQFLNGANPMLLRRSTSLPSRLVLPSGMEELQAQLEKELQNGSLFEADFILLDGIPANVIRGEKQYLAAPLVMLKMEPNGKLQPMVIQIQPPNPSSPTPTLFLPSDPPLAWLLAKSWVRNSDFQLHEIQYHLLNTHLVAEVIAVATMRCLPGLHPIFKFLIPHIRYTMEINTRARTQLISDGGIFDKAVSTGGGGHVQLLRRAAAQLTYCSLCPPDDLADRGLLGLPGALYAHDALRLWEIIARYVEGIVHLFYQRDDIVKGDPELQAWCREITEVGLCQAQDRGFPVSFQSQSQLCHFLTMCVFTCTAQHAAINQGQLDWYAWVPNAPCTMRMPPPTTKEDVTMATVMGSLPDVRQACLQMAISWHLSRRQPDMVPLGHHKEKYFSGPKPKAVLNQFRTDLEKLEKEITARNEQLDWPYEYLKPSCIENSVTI
#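 Hydroperoxide product was detected by ferrous iron/xylenol orange as the 573 to 405 nm absorbance ratio. Arachidonic acid at 40 uM (final) was turned over for 30 min at room temperature by 150 nM human 12hLO, pH 7.0 Hepes buffer, after 15 min compound preincubation.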
# The depositor's hits bear a star; ? = inconclusive; [ ] = dose if it differs, or a comment. On the % scale 0 is the no-effect control and ±100 the full control effect; potency means the concentration at half of the fitted maximal effect.
ALOX12 inh | mol
24% | COCCN1C(=O)CS(=O)C12CCN(C(=O)C1(c3ccc(OC)cc3)CC1)CC2 (stereo not given)
24% | COC(=O)c1ccc(O)c(Br)c1
12% | CC(C)CNC(=O)C1(C)CCCN1C(=O)c1csnn1 (stereo not given)
52%[activator] | CN(C)C(=O)c1n[nH]c2c1CN(C(=O)c1ccc(F)c(F)c1)CC2
-23% | COc1ncnc2c1ncn2CCCN(C)Cc1ccco1
12%[176 µM] | COc1ccc(NC(=O)c2ccc3c(c2)OCCN(CCC(F)(F)F)C3)c(F)c1
0% | CC(C)c1ccc(OCCCCN2CCCC2)cc1
? | Cc1cc(C2CCCN2Cc2nc(-c3ccccc3)oc2C)on1 (stereo not given)
? | Brc1cccc(CNCc2cccnc2-n2cccn2)c1
3% | N#Cc1ccc(C(=O)N2CCC[C@H]2c2nc(-c3ccccc3)no2)cc1
9% | CC(C)(C)n1nnnc1C(C1CC1)N1CCN(C/C=C/c2ccccc2)CC1 (stereo not given)
8% | O=C(Nc1ccc(-c2ccccc2)cc1)c1ccc2c(c1)OCO2
73%[activator] | CN(C)S(=O)(=O)N1CCC(Nc2cccnc2)C1 (stereo not given)
? | O=C(O)C(=O)Nc1cccc(C2=NN=N[N]2)c1
10% | Cc1cc2n(CC(O)COc3ccc(-c4ccccc4)cc3)c(=O)c3ccccc3n2n1 (stereo not given)
37%[activator][176 µM] | COc1ccc(-n2nc(C)c([C@@H]3C=C[C@@H](NCc4ccc(F)cc4)C3)c2C)cc1
-9% | COCC(=O)N1CCCC(C(=O)NCc2ccc(F)cc2Cl)C1 (stereo not given)
59%[activator] | CCn1cc(S(=O)(=O)N2CCCOCCNC(=O)[C@@H]3CCC[C@@H]32)cn1
-33% | Cn1cc(CNc2ccc(-c3nc(CCCc4ccccc4)no3)cn2)cn1
-6%[22.9 µM] | NC[C@@H]1O[C@H](O[C@H]2[C@H](O)[C@H](O[C@H]3[C@@H](O)[C@H](N)C[C@H](N)[C@H]3O[C@H]3O[C@H](CN)[C@H](O)[C@H](O)[C@H]3N)O[C@@H]2CO)[C@@H](N)[C@@H](O)[C@@H]1O
-9% | Clc1ccc2nc(-c3ccccc3)c(CC3CCCCC3)n2c1
? | Cc1ccc(C(=O)NC2CCN(c3nc4ncccc4o3)CC2)cc1
15% | O=C(c1n[nH]c(=O)c2ccccc12)N1CCC(CCc2ccccc2)CC1
-28% | CC(C)C[C@@H](NC(=O)OC(C)(C)C)C(=O)N1O[C@]23C=C[C@]14C[C@@H](O)CC[C@]4(C)C2CC[C@]1(C)[C@@H]([C@H](C)/C=C/[C@H](C)C(C)C)CC[C@H]13 (stereo not given in full)
? | Cc1ccc(S(=O)(=O)c2nnn3c2nc(NCc2ccc(F)cc2)c2ccccc23)cc1C

# More compounds.
ALOX12 inh | mol
25% | COCCOc1ccc2c(n1)CCN(C(=O)Cc1ccc(OC)cc1)C2
10% | O=C1NC(C(=O)NCc2ccc(OC(F)(F)F)cc2)Cn2cccc21 (stereo not given)
-6% | O=S(=O)(NCc1ccc(N2CCCC2)nc1)c1ccccc1
-2% | Nc1nc2c(ncn2[C@@H]2O[C@H](C(=O)NCC3CCCCC3)[C@@H](O)[C@H]2O)c(=O)[nH]1
0% | COC(=O)CCCC[C@@H]1O[C@H](CCc2ccccc2)CC2=C1C(=O)OC(C)(C)O2
-4% | Cc1nc(-c2ccc(C)c(S(=O)(=O)N3CCCCC3)c2)cs1
-60% | Cc1nc(C23CC4CC(CC(C4)C2)C3)c(C)s1
-30% | Cc1ccc(OCC(=O)NCc2ccc(Cn3cccn3)cc2)c(C)c1
17% | O=C(CC1=C2CCCCC2N(Cc2ccc(F)cc2)C1=O)NC1CCS(=O)(=O)C1 (stereo not given)
0% | CN1C/C(=C/c2ccccc2)N2C(=O)C[C@@H](c3ccccc3)N=C12
-2% | COC(=O)C(C(=O)OC)c1ccccc1NS(=O)(=O)c1ccc(C)cc1
-27% | CSc1cccc(NC(=O)/C=C/c2ccc(F)cc2)c1
53%[activator] | COCCC(=O)N1Cc2ccccc2OC2(CCN(C(C)C)CC2)C1
13% | COCCNc1oc(COc2ccccc2F)nc1C#N
-10% | C[C@H](O)[C@@H]1C(=O)N2CCc3c([nH]c4ccccc34)[C@@H]2C[C@@H]1N(C)Cc1ccc2c(c1)OCO2
63%[activator] | CCCNC(=O)N1CCCC2(CCC(=O)N(Cc3cnc(C)cn3)C2)C1 (stereo not given)
-13% | CCOC(=O)C1=C(COC(=O)C2CC(=O)N(c3ccccc3CC)C2)NC(=O)NC1C (stereo not given)
-10% | O=C1CC(c2cc3c(cc2Br)OCO3)c2cc3c(cc2N1)OCCO3 (stereo not given)
? | Cc1cccc(S(=O)(=O)Nc2nc3ccccc3nc2Nc2ccc(C)c(F)c2)c1
-1% | CCOc1ccccc1NC(=O)N1CCC2(CC1)c1cccn1-c1ccc(C)cc1N2CC
-68% | COc1cccc(N2CCN(C(=O)c3cnn(-c4cccc(F)c4)c3-n3cccc3)CC2)c1
? | COc1ccc(C/C(C#N)=C\Nc2cccc(C(F)(F)F)c2)cc1
? | O=[N+]([O-])C(Cl)C(=Nc1ccc(Br)cc1)n1nnc2ccccc21 (stereo not given)
1% | COc1cc(C(=O)N(Cc2ccccc2)c2cccc(C)c2)ccc1OCC(=O)N1CCOCC1
-32% | O=C(CC1CCCC1)N(Cc1ccco1)C1CC1

# Carrying on.
ALOX12 inh | mol
? | Cn1c(SCc2ccc(F)cc2)nc(=O)c2c1NC(=O)CC2c1ccc(F)c(Br)c1 (stereo not given)
2% | CN1CCCCC(NC(=O)CCCl)C1=O (stereo not given)
? | O=C(C1CCCC1)N1CC2(CCN(C3CCCCC3)C2)Cc2ccccc21 (stereo not given)
? | CN(Cc1ccc(-c2ccccc2)cc1)C(=O)Cc1cccc(Cl)c1
4% | O=C(COc1ccc2c(c1)CCC2)OCC(=O)c1ccc2c(c1)OCCO2
4% | COc1ccc(OC)c(-c2cc(Cl)c3c(c2)CC(CNC(=O)c2cccnc2SC)O3)c1 (stereo not given)
3% | N#Cc1cccnc1Oc1ccc(C(N)=O)cc1
? | O=C(O)Cn1ncc(=O)c2ccccc21
8% | COc1cccc(NC(=O)N[C@H]2CCN(C(=O)c3cccn3C)[C@@H]2C(=O)N[C@@H](Cc2cccs2)C(N)=O)c1
-21%[176 µM] | COc1ccc(CNC(=O)c2cc(-c3ccc(F)cc3)cc3ncn(C)c23)cc1OC
? | CC1(CCCCc2ccccc2)COc2ccc(C(=O)N3CC(O)C3)cc2N1 (stereo not given)
4%[6.33 µM] | CC(=O)Nc1ccc(C(=O)N2C3CCC2CN(C(C)C)C3)cc1
-35% | COC(=O)c1c(NC(C)=O)c2cc(NC3CCCCCC3)cnc2n1CC1CCCO1 (stereo not given)
6% | O=C(CCN1CCCCO1)NC1CCCc2nc(-c3ccccc3)ncc21 (stereo not given)
-1% | CC(C)CNC(=O)C1(C)CCCN1C(=O)C(C)(C)Oc1ccc(Cl)cc1 (stereo not given)
-19% | CCOC(=O)c1cc(S(=O)(=O)N(C)CC(=O)N2CCN(c3ccccc3F)CC2)cn1C
-4% | Nc1ccn([C@@H]2O[C@H](C(=O)N3CCN(C(=O)N4CCCCC4)CC3)[C@@H](O)[C@H]2O)c(=O)n1
-18% | COC(=O)C1C(=O)CC(C)(O)C(C(=O)OC)C1c1ccc(Cl)cc1 (stereo not given)
7%[6.33 µM] | COc1ccccc1-c1cc(C(=O)N(C)C)nc2c1cnn2C
? | CCC1CCCCN1S(=O)(=O)c1ccc(C(=O)Nc2nc(-c3ccncc3)cs2)cc1 (stereo not given)
-15% | O=C(NCc1ccc(NC(=O)C2CC2)cc1)c1ccccc1CCc1ccccc1
7% | O=C1CCC2(CCN(C(=O)C3CCc4ccccc43)CC2)CN1CCO (stereo not given)
-4% | O=C(NCc1cccc2ccccc12)C(=O)c1c[nH]c2ccccc12
2% | CCCCOCCCNC(=O)c1cc(=O)c2ccccc2o1
-9% | OC[C@@H]1CN(Cc2ccc(F)cc2)C[C@H](n2cnc3c(NCc4ccco4)ncnc32)O1

# An excerpt from above in order of length of the SMILES, falling.
ALOX12 inh | mol
8% | COc1cccc(NC(=O)N[C@H]2CCN(C(=O)c3cccn3C)[C@@H]2C(=O)N[C@@H](Cc2cccs2)C(N)=O)c1
-4% | Nc1ccn([C@@H]2O[C@H](C(=O)N3CCN(C(=O)N4CCCCC4)CC3)[C@@H](O)[C@H]2O)c(=O)n1
-9% | OC[C@@H]1CN(Cc2ccc(F)cc2)C[C@H](n2cnc3c(NCc4ccco4)ncnc32)O1
-19% | CCOC(=O)c1cc(S(=O)(=O)N(C)CC(=O)N2CCN(c3ccccc3F)CC2)cn1C
4% | COc1ccc(OC)c(-c2cc(Cl)c3c(c2)CC(CNC(=O)c2cccnc2SC)O3)c1 (stereo not given)
? | Cn1c(SCc2ccc(F)cc2)nc(=O)c2c1NC(=O)CC2c1ccc(F)c(Br)c1 (stereo not given)
-21%[176 µM] | COc1ccc(CNC(=O)c2cc(-c3ccc(F)cc3)cc3ncn(C)c23)cc1OC
-35% | COC(=O)c1c(NC(C)=O)c2cc(NC3CCCCCC3)cnc2n1CC1CCCO1 (stereo not given)
-18% | COC(=O)C1C(=O)CC(C)(O)C(C(=O)OC)C1c1ccc(Cl)cc1 (stereo not given)
? | CC1(CCCCc2ccccc2)COc2ccc(C(=O)N3CC(O)C3)cc2N1 (stereo not given)
? | O=C(C1CCCC1)N1CC2(CCN(C3CCCCC3)C2)Cc2ccccc21 (stereo not given)
-4% | O=C(NCc1cccc2ccccc12)C(=O)c1c[nH]c2ccccc12
4%[6.33 µM] | CC(=O)Nc1ccc(C(=O)N2C3CCC2CN(C(C)C)C3)cc1
7%[6.33 µM] | COc1ccccc1-c1cc(C(=O)N(C)C)nc2c1cnn2C
2% | CCCCOCCCNC(=O)c1cc(=O)c2ccccc2o1
3% | N#Cc1cccnc1Oc1ccc(C(N)=O)cc1
? | O=C(O)Cn1ncc(=O)c2ccccc21
2% | CN1CCCCC(NC(=O)CCCl)C1=O (stereo not given)

# More compounds follow.
ALOX12 inh | mol
21% | COc1cccc(CNC(=O)c2cccc(OC)c2)c1
-39% | Cc1ccc(-c2nc(CSc3nnc(NC(C)(C)C)s3)co2)cc1
8% | CCc1nncn1C1CCN(C(=O)Nc2ccc(Cl)cc2F)C1 (stereo not given)
10% | CCCCOCC1CN(CCCC)S(=O)(=O)c2c(Oc3ccc(C)cc3)cccc2O1 (stereo not given)
12%[176 µM] | Cn1ccnc1CN1CCOC[C@H](Oc2ccc(C(F)(F)F)cc2)C1
? | CC(=O)Nc1ccc(CN2CCCC(N3CCN(c4ccccc4)CC3)C2)cc1 (stereo not given)
12% | Cc1nccn1CCCC(=O)NC1CC(c2nnc(CO)n2C2CC2)C1 (stereo not given)
-15% | C#CCNC(=O)C[C@@H]1c2nc(NC(=O)N3CCOCC3)sc2C[C@@H]2[C@](C)(CO)[C@H](O)CC[C@]21C
-4% | Cc1[nH]c2ccccc2c1CCN(Cc1ccncc1)C(=S)NC(C)(C)C
11% | CCn1cc(S(=O)(=O)N2CCCN(S(=O)(=O)c3ccccc3)CCC(=O)NCC2)cn1
-4% | COc1cccc(CN(C)C[C@@H]2OCc3ccccc3-c3c(n(C)c4ccccc34)C(=O)N([C@@H](C)CO)C[C@H]2C)c1
-11% | COC(=O)c1ccccc1NC(=O)CN(C)S(=O)(=O)c1c(C)noc1C
4%[176 µM] | Cn1ccnc1CN1CCOc2cc([S+](=O)([O-])Nc3nncs3)ccc2C1
? | C[C@H]1CN([C@@H](C)CO)C(=O)CCCn2nncc2CO[C@@H]1CN(C)S(=O)(=O)c1ccc2ccccc2c1
8% | CCN(CC)c1ccc2nnc(CCC(=O)N3CCC(C)CC3)n2n1
25% | Cc1ccc(-c2nnc(C3CN(C(=O)c4sc(C)nc4C)CC34CCOCC4)o2)cc1 (stereo not given)
-8% | CCOc1ccc(-c2cc(C(=O)O)c3cc(C)cc(C)c3n2)cc1
53%[activator] | O=C(CCc1ccc2c(c1)CCO2)Nc1ccc2c(c1)C(=O)N1CCC[C@H]1C(=O)N2
-1% | C=C(C)[C@@H]1CCC2(C(=O)OC)CC[C@]3(C)C(CCC4[C@@]5(C)C/C(=C\c6ccccc6)C(=O)C(C)(C)C5CC[C@]43C)C12 (stereo not given in full)
33%[activator] | C/C(Cc1ccccc1)=N\NC(=O)c1ccc(C)cc1
? | c1ccc(CN2CC(CNc3cccnc3)C3(C2)CN(c2ccccc2)C3)cc1 (stereo not given)
-13% | CCOc1cc(C#N)c(NC(=O)c2ccccc2)cc1OCC
0% | COCOCCn1cc(CN2CCS(=O)(=O)N(Cc3ccc(-c4ccc(Cl)cc4)cc3)C(C(C)C)C2=O)nn1 (stereo not given)
10% | Cc1csc(SCC(=O)C(C)(C)C)n1
-1% | N#C/C(=C/c1cccc2c1OCCCO2)c1nc(-c2ccccn2)cs1

# Next structures.
ALOX12 inh | mol
-16% | N#Cc1ccccc1S(=O)(=O)N[C@H]1CO[C@H]2[C@@H]1OC[C@H]2OC(=O)Nc1ccc(Oc2ccccc2)cc1
5% | O=C1CC(c2noc(-c3ccccc3)n2)CN1c1ccc(F)c(Cl)c1 (stereo not given)
17% | CCN(CC(=O)NC)S(=O)(=O)c1ccc(C)c2ncccc12
16%[176 µM] | COc1ccc(C(=O)N2CCCn3nc(C)c(-c4ccnn4C(C)C)c32)cc1
-48% | O=C(Nn1cnnc1)c1ccc(Br)cc1
1% | COc1cc(C)ccc1S(=O)(=O)NC(=O)C1(C)CCN1C(=O)C1(c2ccc(Cl)cc2)CCC1 (stereo not given)
8% | Cc1ccc(-c2ccc3nnc(CNC(=O)c4cnccn4)n3n2)cc1
? | COc1ccc2c(c1)C(C)(Cc1ccc(C(=O)c3ccccc3)cc1)C(=O)N2 (stereo not given)
2% | Cc1cc(CSCC(=O)Nc2ccc(C(F)(F)F)cc2)no1
? | Cc1ccc(Cn2c(C3CCN(C(=O)c4cccc(C(F)(F)F)c4)CC3)n[nH]c2=O)cc1

# A portion of the library. The share of hits here may be higher or lower than overall.
